# KCNH2 3.1 block: qHTS for Inhibitors of KCHN2 3.1: Mutant qHTS. U2OS KCNH2 3.1, thallium flux FluxOr; stronger effect = lower value. activity change, % (tested at about 1.8 µM). 340,000 tested, 0.95% active;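 active = maximum activity change below -70%; inconclusive = maximum activity change from -70% to -50%; inactive = maximum activity change above -50%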;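 also: thallium influx rate constant from kinetic fluorescence after stimulation buffer; % is scaled to controls: 0 for no effect and ±100 for the full control effect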
#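 Channel expression came from 3.1 mutant virus (1.77 x 10^8 /mL) applied to suspended U2OS cells for 4 h. Flux was tracked with FluxOr dye plus Red40 quencher, and kinetic rate constants normalized to controls.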
# Rab9 promoter act: qHTS Assay for Rab9 Promoter Activators | Huh7 Rab9 promoter-luciferase reporter, luminescence, 24 h | Potency, µM (series often up to 9.22 µM), inactives show top-dose activation, negative = inhibition, hits mostly activators | 320,000 tested, 2.8% active; also: potency is read from the fitted curve at half-maximal effect; % of control where 0% means no effect; nearly all actives have a fitted effect of over 60% in size
#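 Measured in stably transfected Huh7 cells bearing a Rab9 promoter–luciferase construct: 24 h compound treatment at 37 °C, followed by luminescence detection.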
# RORgamma inh: qHTS for inhibitors of ROR gamma transcriptional activity; Potency, µM (top dose mostly 53.6 µM), inactives show at the highest dose activity change, negative = inhibition, usual class: inhibitors; Drosophila S2 Gal4-RORgamma UAS-luciferase reporter, 20 h; 310,000 tested, 5.4% active; Nuclear receptor ROR-gamma (Mus musculus), P51450; also: potency is read from the fitted curve at half-maximal effect; % is scaled to controls: 0 for no effect and ±100 for the full control effect; nearly all actives have a fitted effect of over 60% in size
# Target sequence (P51450 whole entry, looked up, the tested form may be a part): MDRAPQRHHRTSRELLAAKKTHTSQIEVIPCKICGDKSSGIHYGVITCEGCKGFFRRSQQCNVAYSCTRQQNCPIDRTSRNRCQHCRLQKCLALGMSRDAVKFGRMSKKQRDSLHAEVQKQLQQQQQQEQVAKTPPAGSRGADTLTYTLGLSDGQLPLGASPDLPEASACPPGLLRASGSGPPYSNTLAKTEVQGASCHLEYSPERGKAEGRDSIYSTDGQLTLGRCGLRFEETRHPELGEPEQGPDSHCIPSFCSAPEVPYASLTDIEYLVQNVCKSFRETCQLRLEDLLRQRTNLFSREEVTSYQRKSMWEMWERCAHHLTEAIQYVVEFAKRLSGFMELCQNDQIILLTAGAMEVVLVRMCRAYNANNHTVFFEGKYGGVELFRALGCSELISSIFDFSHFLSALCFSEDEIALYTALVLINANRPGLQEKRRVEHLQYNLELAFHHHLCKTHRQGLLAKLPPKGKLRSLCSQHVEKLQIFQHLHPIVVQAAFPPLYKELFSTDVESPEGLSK
#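 Drosophila S2 cells stably expressing Gal4-DBD/mouse RORγ fusion under metallothionein promoter plus UAS-luciferase; compound 1 h, then 700 uM CuSO4 induction for 20 h at ambient temperature; inhibition read as reduced luminescence.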
# NPC1 prom act: qHTS Assay for NPC1 Promoter Activators; Huh7 NPC1 promoter luciferase reporter, 24 h; Potency, µM (doses to about 9.22 µM), inactives show at the highest dose activation, usual class: activators; 320,000 tested, 2.4% active; AID 485313, 2010;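 also: potency is read from the fitted curve at half-maximal effect; % of control where 0% means no effect; nearly all actives have a fitted effect of over 60% in size; reporter is driven by a mutant NPC1 promoter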
#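 In 1536-well qHTS, Huh7 cells harboring an NPC1 promoter–luciferase construct received compound for 24 h; activation was quantified by luminescence following luciferase reagent addition.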
# uPA generation: qHTS for Inhibitors of Cell Surface uPA Generation | 330,000 tested, 0.31% active | Potency, µM (highest dose often 38.3 µM), for inactives: top-dose activity change, negative = inhibition, actives largely listed as inhibitors | cell surface uPA generation assay, qHTS; active = well fitted inhibition curve with a large enough effect; inconclusive = small, poorly fitted or top-dose-only effect; inactive = no such curve, though single readings can be large or run the other way; tested in mouse RAW 264.7 cells; also: potency is read from the fitted curve at half-maximal effect; % is scaled to controls: 0 for no effect and ±100 for the full control effect; nearly all actives have a fitted effect of over 55% in size
# Coupling enz: qHTS Assay for Inhibitors of Fructose-1,6-bisphosphate Aldolase from Giardia Lamblia: Coupling assay counterscreen; AID 2472, 2010; coupling enzyme system counterscreen, AmpLite Red fluorescence; 290,000 tested, 0.67% active; activity change, negative = inhibition, % at 58.2 µM, hits read low; in the data active = activity change below about -30%; also: % is scaled to controls: 0 for no effect and ±100 for the full control effect
#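 Compounds tested against the coupling enzymes alone at 57.5 uM final; readout was AmpLite Red fluorescence (525/598 nm) after 20 min at RT.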
# ELG1 genotox: qHTS screen for small molecules that induce genotoxicity in human embryonic kidney (HEK293T) cells expressing luciferase-tagged ELG1; 330,000 tested, 1.3% active; HEK293T ELG1-luciferase reporter, luminescence, 16 h; AID 504466, 2011; Potency, µM (doses to about 46 µM), for inactives: at the top dose activity change, positive = activation, hits mostly activators; also: potency is read from the fitted curve at half-maximal effect; % of control where 0% means no effect; nearly all actives have a fitted effect of over 60% in size
#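 HEK293T cells expressing luciferase-tagged ELG1 were treated with compound or DMSO for 16 hr at 37°C. Luciferase activity was then read after 30 min with ONE-Glo at room temperature; rising signal flags genetic stress.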
# Giardia killer: Small Molecules that selectively kill Giardia lamblia: qHTS; activity change, % at 7.66 µM, hits read low; 340,000 tested, 0.15% active; Giardia lamblia trophozoite viability; AID 540267, 2011; in the data active = activity change below about -80%; inconclusive = between about -30% and that limit;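 also: parasites exposed to compound for two days anaerobically before the ATP read; % is scaled to controls: 0 for no effect and ±100 for the full control effect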
#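 Anaerobic 48 hrs incubation at 37 deg C of 100 trophozoites/well with test compounds; ATPLite 1-Step luminescence, 15-30 min RT, reports cellular ATP as viability.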
# VP16 counter: VP16 counterscreen qHTS for inhibitors of ROR gamma transcriptional activity; Drosophila S2 Gal4-VP16 UAS-luciferase, luminescence, 20 h; Potency, µM (highest dose often 53.6 µM), without a hit: at the highest dose activity, negative = inhibition, hits mostly inhibitors; 310,000 tested, 3.5% active; AID 2546, 2010;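 also: Gal4-VP16 expression switched on by copper sulfate through the metallothionein promoter; potency is read from the fitted curve at half-maximal effect; % is scaled to controls: 0 for no effect and ±100 for the full control effect; nearly all actives have a fitted effect of over 50% in size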
# Tb PFK inh: qHTS Assay to Find Inhibitors of T. brucei phosphofructokinase; AID 485367, 2010; ATP-dependent 6-phosphofructokinase (Trypanosoma brucei brucei), O15648; 330,000 tested, 0.17% active; T. brucei PFK, ADP-Glo luminescence; Potency, µM (doses to about 57.5 µM), for the others: at the top dose activity, negative = inhibition, usual class: inhibitors;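 also: potency is read from the fitted curve at half-maximal effect; 0% = uninhibited 1x PFK enzyme wells and -100% = no-enzyme wells; nearly all actives have a fitted effect of over 60% in size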
#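 1.25 nM PFK with 0.5 mM F6P and 0.1 mM ATP in 0.1 M TEA pH 8.0, 5 mM MgCl2, incubated 45 min at room temperature; ADP measured by ADP-Glo luminescence; compounds titrated up to 57 uM.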
# FLuc counter: qHTS profiling assay for firefly luciferase inhibitor/activator using purifed enzyme and Km concentrations of substrates (counterscreen for miR-21 project); 360,000 tested, 6.9% active; Luciferin 4-monooxygenase (Photinus pyralis), P08659; Potency, µM (top dose mostly 57.5 µM), for the others: top-dose activity change, negative = inhibition, hits mostly inhibitors; purified FLuc, Km substrates, luminescence inhibition;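 also: potency is read from the fitted curve at half-maximal effect; plate controls were vehicle for no effect and reference inhibitor for full effect; nearly all actives have a fitted effect of over 55% in size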
# Target sequence (P08659 whole entry, looked up): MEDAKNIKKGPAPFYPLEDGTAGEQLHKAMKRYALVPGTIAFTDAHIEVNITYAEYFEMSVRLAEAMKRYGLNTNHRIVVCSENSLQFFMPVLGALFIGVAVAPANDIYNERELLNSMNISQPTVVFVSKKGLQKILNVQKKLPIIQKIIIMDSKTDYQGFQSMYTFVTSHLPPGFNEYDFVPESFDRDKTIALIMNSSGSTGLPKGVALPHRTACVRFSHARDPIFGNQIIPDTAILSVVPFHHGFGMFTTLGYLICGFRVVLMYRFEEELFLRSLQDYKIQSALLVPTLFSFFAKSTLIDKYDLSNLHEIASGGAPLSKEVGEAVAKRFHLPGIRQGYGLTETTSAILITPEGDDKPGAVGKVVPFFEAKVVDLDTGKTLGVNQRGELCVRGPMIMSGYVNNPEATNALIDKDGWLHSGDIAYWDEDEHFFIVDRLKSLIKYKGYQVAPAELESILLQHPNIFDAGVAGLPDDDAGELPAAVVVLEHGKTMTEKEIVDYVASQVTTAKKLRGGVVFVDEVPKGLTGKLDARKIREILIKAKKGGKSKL
#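 Purified P. pyralis luciferase (10nM final) with 10uM D-luciferin and 10uM ATP (Km levels) in 50mM Tris acetate pH 7.5, 10mM Mg acetate, 0.01% Tween-20, 0.05% BSA; qHTS 6-point titration, ~60 µM downward; luminescence read.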
# Numbers without * were called inactive; u = inconclusive; x = not tested or not shown; [ ] = dose if it differs, or a comment. Unless noted, calls follow the shape of the dose curve; as a rule, active = well fitted curve in the direction sought with a large enough effect; inconclusive = small, poorly fitted or top-dose-only effect, or another doubt; inactive = no such curve, though single readings can be large; an effect the other way counts as inactive or inconclusive. Compounds were not picked by outcome; 14% or so of the library scored in one or more.
# The opening 7 compounds (preview)
SMILES,KCNH2 3.1 block,Rab9 promoter act,RORgamma inh,NPC1 prom act,uPA generation,Coupling enz,ELG1 genotox,Giardia killer,VP16 counter,Tb PFK inh,FLuc counter
CC(CNC(=O)CCn1ccc2cc(S(=O)(=O)N3CCCC3)ccc21)c1ccccc1 (stereo unspecified),9,-4%,42%,-1%,4%,2,-8%,1,1%,-5%,6%
Cc1ccc(S(=O)(=O)N2CC(O)C2)cc1,16,-4%,x,-3%,5%,x,0%,-6,x,0%,-2%
CCOC(=O)c1ccc(S(=O)(=O)NNS(=O)(=O)c2ccc(C)cc2)cc1,-9,-2%[1.84 µM],-29%,3%,-26%,4,0%,-1,-1%,3%,4%
CCN(CC)CCNCC(=O)Nc1ccc(Oc2ccccc2)cc1,-36,2%,0%,0%,-11%,3,0%,-17,-9%,4%,-1%
O=C(NCc1ccccn1)c1cccc(NS(=O)(=O)c2ccc(Br)cc2)c1,-2,3%,x,-3%,11%,x,-2%,u,x,-5%,3%
Cc1cccc(CC(=O)NC2CCN(C)CC2)c1,4,2%,u,0%,-1%,-3,-10%,-23,1%,-2%,-1%
COC(=O)c1cn(CC(=O)Nc2ccc(OC)cc2)c2ccccc12,-3,3%,-1%[1.91 µM],-4%,9%,0,2%,23,-1%,3%,-1%

# The whole of this part, previewed entries included:
SMILES,KCNH2 3.1 block,Rab9 promoter act,RORgamma inh,NPC1 prom act,uPA generation,Coupling enz,ELG1 genotox,Giardia killer,VP16 counter,Tb PFK inh,FLuc counter
CC(CNC(=O)CCn1ccc2cc(S(=O)(=O)N3CCCC3)ccc21)c1ccccc1 (stereo unspecified),9,-4%,42%,-1%,4%,2,-8%,1,1%,-5%,6%
Cc1ccc(S(=O)(=O)N2CC(O)C2)cc1,16,-4%,x,-3%,5%,x,0%,-6,x,0%,-2%
CCOC(=O)c1ccc(S(=O)(=O)NNS(=O)(=O)c2ccc(C)cc2)cc1,-9,-2%[1.84 µM],-29%,3%,-26%,4,0%,-1,-1%,3%,4%
CCN(CC)CCNCC(=O)Nc1ccc(Oc2ccccc2)cc1,-36,2%,0%,0%,-11%,3,0%,-17,-9%,4%,-1%
O=C(NCc1ccccn1)c1cccc(NS(=O)(=O)c2ccc(Br)cc2)c1,-2,3%,x,-3%,11%,x,-2%,u,x,-5%,3%
Cc1cccc(CC(=O)NC2CCN(C)CC2)c1,4,2%,u,0%,-1%,-3,-10%,-23,1%,-2%,-1%
COC(=O)c1cn(CC(=O)Nc2ccc(OC)cc2)c2ccccc12,-3,3%,-1%[1.91 µM],-4%,9%,0,2%,23,-1%,3%,-1%
O=C(Nc1nncs1)c1ccc(S(=O)(=O)c2ccccc2)cc1,6,-2%,-4%,0%,5%,16,-2%,14,-4%,u,-6%
O=C(COC(=O)c1ccc(S(=O)(=O)N2CCCC2)cc1)NCCc1ccc(F)cc1,12,x,x,x,-2%,x,3%,-22,x,-3%,x
CCN(CC)C(=O)N1CCN(S(=O)(=O)c2c(C)cc(C)cc2C)CC1,-14,0%,-3%,-5%,-8%,2,1%,18,5%,2%,-1%
O=C(CCN1C(=O)/C(=C/c2cccs2)SC1=S)Nc1ccc(C(=O)O)c(O)c1,6,-1%,-11%,-2%,6%,x,2%,-6,9%,0%,17µM*
O=C(N/N=C/c1ccc(Cl)cc1)c1sccc1OCc1ccc(F)cc1,-2,-11%,u,-15%,-12%,2,u,-2,1%,-23%,u
CC(CNS(=O)(=O)c1ccc2c(c1)NC(=O)CCS2)c1ccccc1 (stereo unspecified),-11,-5%,-6%,-15%,u,x,-8%,-19,0%,-3%,3%
O=C(NCCCN1CCOCC1)c1ccc(Sc2ccccc2Cl)c([N+](=O)[O-])c1,6,-3%,0%,-4%,-1%,4,6%,-14,2%,5%,1%
Cc1ccc(OCc2nnc(SCC(=O)Nc3ccc(N4CCOCC4)cc3)o2)cc1,2,0%,-18%,1%,-8%,1,-5%,-13,1%,-1%,0%
CCOc1ccc(-c2nnn(CC(=O)N3CCCC3)n2)cc1OCC,12,2%,-1%,-5%,-4%,2,-3%,-2,-4%,-4%,2%
O=C(c1cc(-c2cccs2)nn1-c1ccccc1)N1CCN(S(=O)(=O)c2ccccc2)CC1,-50,-1%,x,-11%,-3%,x,-4%,0,x,-2%,4%
CC(=O)N1CCCc2cc(S(=O)(=O)NCc3ccc(C)cc3)ccc21,-10,-13%,-10%,-2%,0%,4,14%,-9,-6%,4%,-18%
Cn1cc([N+](=O)[O-])c(C(=O)N/N=C\c2c[nH]c3ccccc23)n1,x,-2%,10%,-4%,1%,2,5%,-1,11%,-1%,u
O=C(NCCN1CCCCC1)c1cc(Cl)ccc1Cl,0,-3%,-10%,-5%,1%,3,-1%,7,6%,0%,-1%
CN(C)S(=O)(=O)c1ccc(C(=O)OCCc2ccccc2)cc1,-17,0%,-1%,1%,4%,-2,14%,16,-19%,-1%,15µM*
CCOC(=O)CSc1nc2ccccc2c(=O)n1CC,-3,4%,-4%,0%,-9%,-2,5%,-26,3%,-7%,0%
CCn1c(C)c(C(C)=O)c(N2CCN(c3ccccc3)CC2)nc1=S,-4,-4%,-20%,-2%,4%,-16,2%,3,22%,6%,1%
COc1nc2ccccc2nc1N1CCN(c2ccc(F)cc2)CC1,-3,-4%,5%,4%,-6%,0,-1%,-3,-7%,6%,-1%
CN(C/C(O)=C(\C#N)c1ccccc1)C1CCCCC1,-23,8%,-17%,5%,5%,1,-6%,-12,-5%,-6%,1%
# (list continues)
SMILES,KCNH2 3.1 block,Rab9 promoter act,RORgamma inh,NPC1 prom act,uPA generation,Coupling enz,ELG1 genotox,Giardia killer,VP16 counter,Tb PFK inh,FLuc counter
COc1ccccc1OCC(=O)Nc1nc(C)c(C)s1,-75*,4µM*,u,2.8µM*,-5%,-1,u,9,-1%,-6%,8.5µM*
Cc1nc2sc3c(c2c(=O)o1)CCCC3,3,-1%,4%,-1%,0%,-3,3%,3,-3%,1%,0%
O=S1(=O)C[C@@H](N2CCOCC2)[C@H](N2CCOCC2)C1,-8,-1%,1%,-2%,-1%,-9,-3%,-18,-5%,-4%,2%
O=C(NCc1ccc(Cl)cc1)c1ccc(CNc2c(N3CCOCC3)c(=O)c2=O)cc1,23,3%,12%,-1%,-6%,3,0%,0,-5%,u,3%
O=C(COC(=O)c1ccc(O)cc1)Nc1ccc2c(c1)OCCO2,37,x,x,x,-1%,x,u,-19,x,0%,x
COc1cccc(OC)c1NC(=O)C1CCCN1C(=O)Nc1ccccc1Cl (stereo unspecified),-2,-2%,7%,2%,6%,3,-1%,1,9%,0%,0%
O=C(CSc1ccc(-c2ccccc2)nn1)N1CCCc2ccccc21,-13,-4%,33%,-1%,2%,-1,-7%,4,1%,0%,u
Cc1ccc(S(=O)(=O)NCC(=O)N(CC(=O)NCc2ccco2)Cc2cccs2)cc1,3,-4%,28%,-1%,x,1,2%,0,-3%,4%,3%
Cc1ccc(S(=O)(=O)N2CCOCC2)cc1C(=O)NNC(=O)c1ccoc1C,7,-3%,-17%,-6%,7%,0,-5%,-28,5%,3%,6%
CCn1c(SCC(=O)Nc2ccccc2C)nnc1-c1ccccc1O,26,-4%,-17%,-4%,x,0,-13%,-6,0%[0.365 µM],2%,-2%
Cc1ccc(S(=O)(=O)N(CC(=O)Nc2ccccc2C(=O)O)c2cccc(Cl)c2C)cc1,-26,-2%,6%,0%,3%,13,-7%,-10,-8%,-4%,6%
O=c1c2ccccc2nnn1CSc1nc2sc3c(c2c(=O)n1CC1CCCO1)CCC3 (stereo unspecified),8,8%,-17%,-5%,8%,0,0%,-6,-14%,-4%,3%
O=C(c1ccsc1)N1CCCC(N2CCOCC2)C1 (stereo unspecified),25,1%,-18%,19%,9%,x,5%,21,-2%,0%,2%
C/C(=N\NC(=O)Cn1ccc(C(F)(F)F)n1)c1ccc2c(c1)OCO2,2,11%,16%,-2%,x,0,-3%,-13,4%,-2%,-7%

# Assay outcomes deposited in PubChem by National Center for Advancing Translational Sciences (NCATS).
